Source: PubChem (several laboratories)
NPY-Y1 antag – antagonists of human neuropeptide Y receptor Y1; HEK293-CNG Y1 cells, membrane potential fluorescence; NPY at EC95, then isoproterenol; inhibition, % at 3.6 µM; actives 1% (n = 200,000); AID 1040;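 active = inhibition above the campaign mean inhibition of all tested compounds plus 3 SD, cut at about 20% in these data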;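 note: 0% = DMSO wells given NPY plus isoproterenol and 100% = isoproterenol alone without NPY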
Target sequence (P25929 whole entry, looked up): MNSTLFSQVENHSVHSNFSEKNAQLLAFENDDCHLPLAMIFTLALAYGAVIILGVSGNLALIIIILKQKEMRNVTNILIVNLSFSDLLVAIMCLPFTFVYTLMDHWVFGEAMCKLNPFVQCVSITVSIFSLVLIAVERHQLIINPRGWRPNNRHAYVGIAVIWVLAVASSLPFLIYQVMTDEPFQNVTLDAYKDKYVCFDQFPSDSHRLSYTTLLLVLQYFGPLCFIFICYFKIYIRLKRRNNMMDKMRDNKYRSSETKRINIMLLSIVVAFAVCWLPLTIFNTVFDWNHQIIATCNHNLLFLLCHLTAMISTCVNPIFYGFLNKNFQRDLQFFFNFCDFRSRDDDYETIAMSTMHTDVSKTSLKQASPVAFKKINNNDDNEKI
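System: HEK293 cells with Y1 receptor plus CNG channel / Probe or stimulus: NPY 25 nM then isoproterenol 1 µM plus Ro 20-1724 25 µM / Compound: one concentration, 3.6 µM, in 0.4% DMSO / Schedule: compound incubation 1 h at room temperature, readout 45 min post-stimulation / Measured by: membrane potential fluorescence / Read-out: % inhibition of NPY effect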
S1P4 agonist – agonists of human S1P4 receptor; S1P4-expressing cell line, agonist reporter assay; actives 0.35% (n = 220,000); O95977; AID 1509; activation, % at 4.98 µM; in the data active = activation above about 11%;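 note: 0% = DMSO vehicle and 100% = reference agonist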
Target sequence (O95977 whole entry, looked up): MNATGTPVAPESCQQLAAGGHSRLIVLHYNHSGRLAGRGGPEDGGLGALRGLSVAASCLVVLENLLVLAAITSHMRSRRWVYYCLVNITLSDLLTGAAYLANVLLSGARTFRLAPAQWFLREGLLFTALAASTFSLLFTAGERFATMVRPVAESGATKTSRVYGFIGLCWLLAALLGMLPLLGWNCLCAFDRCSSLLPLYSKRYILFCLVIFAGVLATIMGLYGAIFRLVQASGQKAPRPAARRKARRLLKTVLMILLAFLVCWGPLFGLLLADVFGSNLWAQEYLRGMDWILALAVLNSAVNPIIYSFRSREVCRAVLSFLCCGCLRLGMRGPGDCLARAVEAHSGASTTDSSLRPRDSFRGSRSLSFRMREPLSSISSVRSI
S1P4 antagonist – antagonists of human S1P4 receptor; S1P4-expressing cells, antagonist mode, reporter read-out; inhibition, % at 4.98 µM; actives 0.26% (n = 220,000); in the data active = inhibition above about 29%;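 note: 0% = wells stimulated with agonist and 100% = vehicle wells without agonist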
NPY-Y2 PAM-ag – potentiators or agonists of human neuropeptide Y receptor Y2 | P49146 | cells expressing NPY-Y2, potentiator/agonist read-out | activation, % at 3.6 µM | actives 0.45% (n = 220,000) | AID 1359; in the data active = activation above about 27%;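 note: cells stimulated with NPY near EC25 plus isoproterenol at EC100; 0% = vehicle plus submaximal agonist and 100% = vehicle plus saturating agonist; some results beyond the cut were filed as inactive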
CHOP inhibitor – CHOP inhibition in unfolded protein response; CHO-K1 CHOP-promoter luciferase, tunicamycin-induced, 15-18 h; AID 2732; inhibition, % at 10 µM; actives 3.8% (n = 220,000);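 active = compounds that reduced the stress-induced luciferase reporter signal by more than about 70% of percent inhibition, limit read from the data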;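 note: 0% = tunicamycin plus vehicle and 100% = wells without tunicamycin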
NPY1 pot ag – potentiates or activates human NPY-Y1 receptor | actives 0.37% (n = 220,000) | P25929 | NPY-Y1 expressing cells, potentiator/agonist activation | AID 1304 | activation, % at 3.6 µM; in the data active = activation above about 33%, passing the limit was not always enough;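 note: cells stimulated with NPY at EC10 then isoproterenol at EC100; 0% = low agonist plus stimulus and 100% = saturating agonist plus stimulus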
p47phox inh – inhibitors of human p47phox binding; p47phox/p22phox peptide binding, fluorescence polarization, 2 h; AID 1274; actives 0.53% (n = 220,000); P14598; inhibition, % at 24.7 µM;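 active = inhibition above about 30%, limit read from the data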;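 note: 0% = p47phox with labelled peptide and 100% = labelled peptide alone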
BaF3 parental – parental Ba/F3 viability inhibition as JAK2V617F counter-screen. CellTiter-Glo ATP luminescence. inhibition, % at 5.6 µM. actives 1.1% (n = 220,000). AID 1486;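 active = inhibition above a per-campaign cutoff, the mean inhibition of all tested compounds plus 3 SD, cut at about 27% in these data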;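 note: 0% = DMSO wells and 100% = JAK Inhibitor I control wells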
Ba/F3 V617F tox – reduce viability of Ba/F3 cells dependent on JAK2V617F; actives 1.1% (n = 220,000); Ba/F3 EpoR-JAK2V617F viability, ATP luminescence; inhibition, % at 5.6 µM;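 active = inhibition above the campaign mean plus 3 SD over all tested compounds, cut at about 24% in these data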;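 note: cytokine-independent growth of Ba/F3 cells driven by EpoR plus mutant JAK2; 0% = DMSO-treated cells and 100% = JAK inhibitor I control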
The depositor's hits bear a star; nt = no result given.

Abbreviations: A = NPY-Y1 antag; B = S1P4 agonist; C = S1P4 antagonist; D = NPY-Y2 PAM-ag; E = CHOP inhibitor; F = NPY1 pot ag; G = p47phox inh; H = BaF3 parental; I = Ba/F3 V617F tox
CN(C)CC(C)(C)CNS(=O)(=O)c1ccc(OC(F)(F)F)cc1
  A: 10	B: 0.9	C: -14	D: 0	E: 1	F: 9	G: -5	H: 7	I: 0
Cc1cc(C2C(C#N)=C(N)SC(N)=C2C#N)c(C)s1
  A: 6	B: 0.9	C: -5	D: -17	E: 35	F: -1	G: -148	H: 2	I: -1
COc1cc(CNCCN2CCOCC2)ccc1OCc1cccc(Cl)c1
  A: 8	B: -2.4	C: 2	D: 0	E: 10	F: -38	G: -8	H: 8	I: 2
O=C(O)c1ccc(N/N=C/c2ccc(OC(=O)c3ccccc3Cl)cc2)cc1
  A: -9	B: 0.3	C: -123	D: 12	E: 21	F: 21	G: -7	H: 0	I: -2
O=C(NN1C(=O)C2C(c3ccccc3)C=CC(c3ccccc3)C2C1=O)c1ccncc1 (stereo not given)
  A: -5	B: -0.4	C: 2	D: -22	E: 27	F: -5	G: -7	H: 6	I: 4
COC(=O)C1=C(C)N(C)C(=S)NC1c1ccc(OC)cc1OC (stereo not given)
  A: 3	B: 0.7	C: -1	D: 4	E: -1	F: 8	G: -3	H: 7	I: 2
Cc1cccc2nc(-c3ccco3)c(Nc3ccc4c(c3)OCO4)n12
  A: 2	B: -2.5	C: 6	D: 10	E: 5	F: -4	G: -7	H: 7	I: 7
CN(C)S(=O)(=O)c1cccc(C(=O)OCC(=O)N2c3ccccc3NC(=O)C2(C)C)c1
  A: 11	B: 2.6	C: -7	D: -4	E: 22	F: -2	G: -10	H: 3	I: 1
C=CCC(Nc1ccccc1)c1cccc(OC)c1OC (stereo not given)
  A: nt	B: 1.8	C: -4	D: -7	E: 29	F: 10	G: -11	H: -1	I: -5
COC(=O)c1sccc1NC(=O)Nc1cccc(C(C)=O)c1
  A: 0	B: -2.5	C: -21	D: -26	E: -17	F: -9	G: 1	H: 1	I: -4
CC(C)C(C)NC(=O)CSc1nc2scc(-c3ccco3)c2c(=O)n1-c1ccccc1 (stereo not given)
  A: 5	B: 1.1	C: -11	D: 2	E: 10	F: -7	G: -23	H: 0	I: -3
O=C(Cc1ccc([N+](=O)[O-])cc1)N1CCc2ccccc2C1
  A: 1	B: 1.0	C: -20	D: -1	E: -1	F: 17	G: -1	H: 1	I: 1
Cc1[nH]c2ccccc2c1SCC(=O)N1CCCCC1
  A: 2	B: -0.1	C: 11	D: -7	E: 0	F: 2	G: -7	H: 2	I: -2
c1cc(-n2nnc3cnccc32)ccn1
  A: nt	B: -0.9	C: -10	D: -14	E: 9	F: 3	G: -2	H: -7	I: -4
CC(C)NC(=O)CSc1nnc(C2CC2)n1-c1ccccc1
  A: -2	B: -1.0	C: -15	D: -6	E: 11	F: 7	G: -2	H: 3	I: -4
Cc1cccc(N=C2NC(=O)CS2)c1
  A: 1	B: 2.8	C: -8	D: -9	E: 14	F: 7	G: -7	H: 3	I: 3
CN1CCN(C(=O)C2=C[C@@H](c3ccccc3)C[C@@H](OCc3ccc(CO)cc3)O2)CC1
  A: 0	B: -0.4	C: 4	D: 1	E: -1	F: 5	G: nt	H: -2	I: 2
CC(C)(CNC(=O)c1cc2ccccc2o1)N1CCOCC1
  A: 0	B: -0.4	C: 7	D: 4	E: 2	F: 2	G: -1	H: -2	I: -3
Cc1ccc(S(=O)(=O)Nc2cc(C(F)(F)F)ccc2N2CCOCC2)cc1
  A: 1	B: -1.5	C: 0	D: 10	E: 39	F: 24	G: -11	H: 1	I: -3
N/C(=N\OC(=O)N1c2ccccc2Sc2ccccc21)c1ccccc1
  A: -9	B: 1.3	C: -26	D: 30	E: 38	F: 25	G: -23	H: 9	I: -1
CC(C)Oc1ccc(CNC(=S)N/N=C/c2ccc([N+](=O)[O-])cc2)cc1
  A: -2	B: -0.1	C: 7	D: 13	E: 98*	F: 14	G: -13	H: 2	I: -6
O=C(COC(=O)c1cc(-c2cccnc2)nc2ccccc12)Nc1ccc(F)cc1F
  A: -1	B: 1.3	C: -23	D: 7	E: -1	F: -14	G: -26	H: 0	I: -1
CCCCCOc1ccc(C2NC(=O)NC2=O)cc1 (stereo not given)
  A: 0	B: 4.2	C: 6	D: 2	E: -33	F: 8	G: -8	H: 0	I: -4
C/C(=N\OC(=O)c1cccc(C)c1)c1sc(-c2ccccc2)nc1C
  A: 1	B: 0.4	C: -17	D: 8	E: 54	F: 25	G: -73	H: 2	I: -4
N/N=C(/Cc1nc2ccccc2[nH]1)c1ccc([N+](=O)[O-])cc1
  A: 2	B: -1.5	C: -1	D: 14	E: -12	F: 0	G: -10	H: 9	I: 4
Cc1cccn2cc(CCNS(=O)(=O)c3cccs3)nc12
  A: nt	B: 1.0	C: -9	D: -7	E: -5	F: 5	G: 24	H: 5	I: 1
CCc1ccc(-c2cn(C3CCCCC3)c(=S)[nH]2)cc1
  A: 7	B: 0.5	C: -3	D: 2	E: -15	F: 4	G: 8	H: 8	I: -1
Nc1nc[nH]c(=O)c1N=Cc1ccccc1
  A: nt	B: 0.2	C: -5	D: 5	E: 2	F: 20	G: -8	H: 0	I: -7
Cc1ccccc1NC(=O)NCCCN1CCN(c2ccccc2)CC1
  A: 13	B: 0.5	C: -21	D: -9	E: 19	F: -23	G: -5	H: 5	I: 5
Cc1ccc(S(=O)(=O)N2CCCCC2)cc1NC(=O)COC(=O)Cc1cccc2ccccc12
  A: 2	B: -0.5	C: -18	D: -9	E: 28	F: -15	G: -24	H: 4	I: 0

Compound profiles, as listed above.
Profile of Cc1ccc(S(=O)(=O)Nc2cc(C(F)(F)F)ccc2N2CCOCC2)cc1 = NPY-Y1 antag: 1; S1P4 agonist: -1.5; S1P4 antagonist: 0; NPY-Y2 PAM-ag: 10; CHOP inhibitor: 39; NPY1 pot ag: 24; p47phox inh: -11; BaF3 parental: 1; Ba/F3 V617F tox: -3
Profile of CCc1ccc(-c2cn(C3CCCCC3)c(=S)[nH]2)cc1 = NPY-Y1 antag: 7; S1P4 agonist: 0.5; S1P4 antagonist: -3; NPY-Y2 PAM-ag: 2; CHOP inhibitor: -15; NPY1 pot ag: 4; p47phox inh: 8; BaF3 parental: 8; Ba/F3 V617F tox: -1

Further records follow:
Abbreviations: A = NPY-Y1 antag; B = S1P4 agonist; C = S1P4 antagonist; D = NPY-Y2 PAM-ag; E = CHOP inhibitor; F = NPY1 pot ag; G = p47phox inh; H = BaF3 parental; I = Ba/F3 V617F tox
CCCN1C(=O)COc2ccc(C(=O)c3ccccc3C(=O)O)cc21
  A: 2	B: 0.0	C: -24	D: 10	E: 28	F: 20	G: -7	H: 8	I: 1
COc1ccc(CCN=C(N)NS(=O)(=O)c2cccs2)cc1OC
  A: 0	B: 1.6	C: -3	D: -4	E: -5	F: 0	G: nt	H: 3	I: 3
COc1ccc(/C=C2/SC(=S)N(CCCC(=O)Nc3ccc(O)cc3)C2=O)cc1
  A: nt	B: -2.1	C: 8	D: -28	E: 99*	F: -19	G: -15	H: -2	I: 0
Cc1cc(C)nc(SCC(=O)O)n1
  A: 1	B: -0.9	C: -94	D: -3	E: 9	F: -2	G: -4	H: 3	I: 1
COc1ccccc1NC(=O)C1CCCCC1
  A: 10	B: -2.9	C: -1	D: -11	E: 12	F: -9	G: 3	H: 3	I: -3
CC(C)COCC(O)CC(Cc1ccccc1)C(=O)NN (stereo not given)
  A: -1	B: 2.0	C: -4	D: 5	E: 6	F: 16	G: -2	H: 5	I: -3
CC(=O)N/C(=C/c1ccc2c(c1)OCO2)C(=O)NCC(=O)O
  A: 4	B: 0.9	C: -13	D: -13	E: 5	F: -14	G: -14	H: 2	I: -1
O=C(COc1ccc(-n2cnnn2)cc1)NCCc1ccc(F)cc1
  A: 3	B: -0.7	C: -33	D: -9	E: 6	F: 11	G: 0	H: 5	I: 3
COc1cc(NC(=O)CS(=O)(=O)c2ccccc2)cc(OC)c1OC
  A: -2	B: -4.3	C: -14	D: 8	E: -16	F: 0	G: -8	H: 1	I: -2
O=c1oc2cc(OCc3nn[nH]n3)ccc2c2c1CCCC2
  A: 1	B: 1.0	C: 0	D: 8	E: 10	F: -14	G: 2	H: 6	I: 4
CCc1nnc(NC(=O)C2CCCN2S(=O)(=O)c2ccc(C)cc2)s1 (stereo not given)
  A: 4	B: 0.1	C: 12	D: -1	E: 11	F: 12	G: 5	H: 6	I: 5
O=C(C[n+]1cc(-c2ccc(Cl)c(Cl)c2)n2c1CCC2)OCc1ccccc1
  A: 4	B: -0.9	C: -8	D: -3	E: -20	F: -16	G: -19	H: 6	I: 0
Nn1cnc2scc(-c3cccs3)c2c1=O
  A: 0	B: 2.3	C: -7	D: 4	E: 3	F: -3	G: 2	H: 4	I: -2
COc1cc(-c2nnc(-c3ccc(S(=O)(=O)c4ccccc4)cc3)o2)cc(OC)c1OC
  A: -2	B: -1.6	C: 1	D: -1	E: 4	F: 5	G: -11	H: 2	I: 2
CCOc1cccc(NC(=O)C2CC(=O)N(C)C2)c1 (stereo not given)
  A: 1	B: 2.1	C: 4	D: -16	E: -12	F: -11	G: -2	H: 2	I: -5
CNC(=O)COc1ncnc2sc(C)c(C)c12
  A: 3	B: -0.2	C: -6	D: 1	E: -12	F: 2	G: -10	H: 0	I: 4
CC(C)(C)c1cc2nc3c(c(=O)n2[nH]1)CN(Cc1ccccc1)C3=O
  A: nt	B: 1.1	C: -6	D: 15	E: -10	F: 15	G: -22	H: -1	I: -1
O=[N+]([O-])c1cccc(C(=S)N2CCN(c3ccccc3)CC2)c1
  A: -1	B: 0.4	C: -2	D: 6	E: -22	F: 1	G: -4	H: 0	I: -3

Grouped by structure: the entries above containing a nitro group on carbon
Abbreviations: A = NPY-Y1 antag; B = S1P4 agonist; C = S1P4 antagonist; D = NPY-Y2 PAM-ag; E = CHOP inhibitor; F = NPY1 pot ag; G = p47phox inh; H = BaF3 parental; I = Ba/F3 V617F tox
O=C(Cc1ccc([N+](=O)[O-])cc1)N1CCc2ccccc2C1
  A: 1	B: 1.0	C: -20	D: -1	E: -1	F: 17	G: -1	H: 1	I: 1
CC(C)Oc1ccc(CNC(=S)N/N=C/c2ccc([N+](=O)[O-])cc2)cc1
  A: -2	B: -0.1	C: 7	D: 13	E: 98*	F: 14	G: -13	H: 2	I: -6
N/N=C(/Cc1nc2ccccc2[nH]1)c1ccc([N+](=O)[O-])cc1
  A: 2	B: -1.5	C: -1	D: 14	E: -12	F: 0	G: -10	H: 9	I: 4
O=[N+]([O-])c1cccc(C(=S)N2CCN(c3ccccc3)CC2)c1
  A: -1	B: 0.4	C: -2	D: 6	E: -22	F: 1	G: -4	H: 0	I: -3
